HTR5A ag: HTR5A agonists in luminescence cell assay, primary screen, counter-screen for OPRM1-OPRD1 heterodimer agonist project, full-deck HTS. 340,000 tested, 0.61% active. 5-hydroxytryptamine receptor 5A (Homo sapiens), P47898. AID 504692, 2011. cell-based. activation, % at 9.3 µM; in the data active = activation mostly above about 9.5%, no sharp cut-off; inactive = mostly below about 7.6%;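 also: 0% = cells with vehicle only and 100% = reference agonist; strong numbers were not always called active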
PvdQ acylase: P. aeruginosa PvdQ acylase inhibitors, primary screen, biochemical, fluorescence, plate reader and imaging, single point; PvdQ acylase [Pseudomonas aeruginosa LESB58]; purified PvdQ acylase; inhibition, % at 10 µM; 340,000 tested, 0.063% active; AID 488965, 2010; in the data active = inhibition above about 30%, passing the limit was not always enough;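 also: 0% = vehicle neutral wells and 100% = reference inhibitor wells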
Wnt act: Wnt/beta-catenin pathway activators, primary screen, cell-based, plate reader, single point; 300,000 tested, 1.2% active; Wnt/beta-catenin reporter cell assay, activator; AID 743398, 2014; activation, % at 9.35 µM; in the data active = activation above about 30%, passing the limit was not always enough;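 also: 0% = neutral control wells and 100% = positive control wells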
SR-BI HDL uptake: inhibitors of SR-BI mediated HDL lipid uptake, primary screen, ldlA[mSR-BI] cells, fluorescence, single point; ldlA[mSR-BI] CHO cells, DiI-HDL uptake fluorescence, 3 h; inhibition, % at 12.5 µM; Scavenger receptor class B member 1 (Mus musculus), Q61009; AID 488896, 2010; 320,000 tested, 0.96% active;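 active = mean replicate inhibition of at least 70% and a set share of replicates each scoring 70 or more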;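 also: 0% = median of neutral control wells and 100% = median of positive control wells; values of inactives mirror those of a sister screen read the other way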
Target sequence (Q61009 whole entry, looked up): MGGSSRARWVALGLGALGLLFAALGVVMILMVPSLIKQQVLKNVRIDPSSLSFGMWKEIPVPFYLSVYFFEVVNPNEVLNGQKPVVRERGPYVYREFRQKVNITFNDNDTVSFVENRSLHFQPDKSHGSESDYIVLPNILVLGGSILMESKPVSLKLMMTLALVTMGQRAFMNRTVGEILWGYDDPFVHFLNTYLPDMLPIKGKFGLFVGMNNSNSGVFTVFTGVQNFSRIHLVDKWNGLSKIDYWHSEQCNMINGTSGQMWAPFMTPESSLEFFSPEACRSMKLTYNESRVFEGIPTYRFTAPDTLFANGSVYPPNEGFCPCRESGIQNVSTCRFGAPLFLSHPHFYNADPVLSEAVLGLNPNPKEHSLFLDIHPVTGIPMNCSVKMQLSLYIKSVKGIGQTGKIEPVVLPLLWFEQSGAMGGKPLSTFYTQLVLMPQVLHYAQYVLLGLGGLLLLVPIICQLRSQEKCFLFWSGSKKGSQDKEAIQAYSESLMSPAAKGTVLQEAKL
dFosB activator: activators of delta FosB homodimer, primary screen, biochemical, fluorescence polarization, TAMRA-CDK5 oligo, single point; 340,000 tested, 0.99% active; Protein FosB (Mus musculus), P13346; activation, % at 25 µM; purified delta FosB; percent of positive-control signal above neutral wells;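 active = mean activation above about 17%, with every replicate also reaching it, limit read from the data, passing the limit was not always enough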;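 also: fluorescence polarization rise as delta FosB binds a TAMRA Cdk5 AP-1 oligo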
Target sequence (P13346 whole entry, looked up): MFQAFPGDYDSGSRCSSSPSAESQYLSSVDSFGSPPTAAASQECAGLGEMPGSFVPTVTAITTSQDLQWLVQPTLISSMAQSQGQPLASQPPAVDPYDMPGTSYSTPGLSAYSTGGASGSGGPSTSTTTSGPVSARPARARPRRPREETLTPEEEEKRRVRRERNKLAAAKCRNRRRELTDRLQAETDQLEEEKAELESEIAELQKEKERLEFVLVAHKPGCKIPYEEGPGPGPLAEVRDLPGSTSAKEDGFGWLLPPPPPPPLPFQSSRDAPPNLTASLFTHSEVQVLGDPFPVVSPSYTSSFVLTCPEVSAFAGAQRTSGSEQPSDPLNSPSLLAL
cardiac RTF act: cardiac RTF calcium sensitivity activators, primary screen, biochemical, IANBD-TnC fluorescence, EC20 calcium; IANBD-labeled TnC RTF fluorescence at EC20 calcium; 0% EC20 calcium, 100% full calcium; activation, % at 7.2 µM; 340,000 tested, 0.24% active; AID 493008, 2010;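 active = activation above the mean over all tested compounds plus 3 SD, cut at about 30% in these data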;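 also: rise in fluorescence read as greater calcium sensitivity of cardiac thin filaments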
Rtt109 Vps75: inhibitors of C. albicans Rtt109/Vps75 HAT, primary screen, biochemical, ThioGlo CoA-SH fluorescence, plate reader; Histone acetyltransferase RTT109 (Candida albicans (strain SC5314 / ATCC MYA-2876)), …; purified Rtt109/Vps75, 4 h; inhibition, % at 34.9 µM; 330,000 tested, 0.16% active;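 active = inhibition of at least 50% in every replicate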
SR-BI uptake up: activators of SR-BI mediated DiI-HDL uptake, primary screen, ldlA[mSR-BI] CHO cells, DiI fluorescence. 320,000 tested, 0.096% active. 3 h; 100 = double the neutral-control signal. activation, % at 12.5 µM. AID 504775, 2011;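 active = mean replicate activation of at least 60% and every replicate at or above 60%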;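 also: 0% = median plate neutral-control signal and 100% = twice that signal; values of inactives mirror those of a sister screen read the other way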
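Material: SR-BI-overexpressing, LDLR-lacking CHO cells | Dosing: Single compound concentration, delivered by pin transfer | Probe or stimulus: Labelled HDL, 10 µg/mL | Signal: Bottom-read cell fluorescence after medium removal, ex 550/em 595 nm | Schedule: 3 h, 37 °C | Evaluation: HDL uptake via cellular fluorescence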
CDK5 inh: inhibitors of human CDK5/p35 kinase, primary screen, biochemical, single concentration | Cyclin-dependent kinase 5 (Homo sapiens) + Cyclin-dependent kinase 5 activator 1 (Homo … | Recombinant CDK5/p35, ADP-Glo luminescence, 60 min | inhibition, % at 10 µM | 330,000 tested, 0.01% active | AID 488839, 2010;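 active = highest replicate inhibition of at least 50% and at least 75% of replicates reaching 50%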;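 also: plate controls were DMSO neutral control for no effect and GW8510 at 10 µM for full effect; many of its hits are not listed in these tables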
MITF act: activators of MITF-driven TRPM1 promoter reporter, primary screen, cell-based, SK-MEL-5, luciferase, single point | SK-MEL-5 TRPM1-promoter luciferase, 24 h; % of positive control, neutral wells = 0 | activation, % at 12.5 µM | 300,000 tested, 0.75% active | AID 588334, 2011;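 active = mean activation of at least 80% with every replicate also reaching 80%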;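 also: 0% = neutral control wells and 100% = parthenolide positive control wells; values of inactives mirror those of a sister screen read the other way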
The depositor's hits bear a star; . = no result given.

SMILES	HTR5A ag	PvdQ acylase	Wnt act	SR-BI HDL uptake	dFosB activator	cardiac RTF act	Rtt109 Vps75	SR-BI uptake up	CDK5 inh	MITF act
CCCCCCCNC(=O)C1(CC2CC(c3cccc(Br)c3)=NO2)CCN(C(=O)OC(C)(C)C)CC1 (stereo not drawn)	0	-14	7	15	1	-4	-1	-15	-0.4	22
Cc1ccc(-c2nc(C(Cl)Cl)c3ccccc3n2)cc1	1	10	6	20	-4	4	35	-20	-1.1	-20
COc1cccc(CC(NC(C)=O)C(=O)NC2CCN(c3c(Cc4ccccc4)c(C)nc4ncnn34)CC2)c1OC (stereo not drawn)	-2	-5	-3	15	-5	-6	-5	-15	-0.5	7
COc1ccc2c(c1)[C@H]1[C@H](CO2)[C@H](c2ccccc2)[C@]2(C)C(=O)N[C@H](C)C(=O)N12	9	-2	0	-11	0	4	-1	11	-0.3	6
COc1cccc(NC(=O)c2ccc3c(c2)CCN3S(C)(=O)=O)c1	1	-7	9	71*	-3	-2	7	-71	-1.4	.
CCC(C)(C)NC(=O)CN(C(=O)C(=O)Nc1ccc2c(c1)OCCO2)C1CC1	2	3	1	-22	-9	0	20	22	0.4	2
COc1ccccc1NC(=O)CN(Cc1ccco1)C(=O)c1ccc(=O)[nH]c1	3	-9	0	-23	-2	6	0	23	-2.4	3
CCCC(=O)Nc1nc2c(s1)COc1ccccc1-2	-1	-2	-5	13	-3	11	16	-13	1.0	7
CCOc1c(CNCc2ccc(C(=O)O)cc2)cccc1OC	6	-13	-2	-4	-6	6	12	4	0.9	5
CN(C(=O)COC(=O)c1c2c(nc3ccccc13)/C(=C/c1cccc([N+](=O)[O-])c1)CCC2)C1CCS(=O)(=O)C1 (stereo not drawn)	1	-3	-12	54	17*	2	-13	-54	0.3	28
COC(=O)c1cc(-c2cccc([N+](=O)[O-])c2)c2c(=O)[nH]c(=O)n(C)c2n1	0	-5	1	41	-1	-5	-1	-41	1.7	2
O=C(N/N=C/c1cccc([N+](=O)[O-])c1)C1CC(=O)N(c2ccc(Br)cc2)C1 (stereo not drawn)	2	-13	-2	26	3	2	-3	-27	-5.1	-1
CN1C(=O)N(C)C2(C)CC1(C)N(C)C(=O)N2C	1	-1	-3	-13	-4	9	6	13	-4.3	.
CN(C(=O)CN1C(=O)/C(=C/c2ccccc2F)SC1=S)C1CCS(=O)(=O)C1 (stereo not drawn)	0	-10	-1	-4	-3	-2	-4	4	1.2	1
Cc1nnc(SCC(=O)Nc2ncc3c(n2)CC(C)(C)CC3=O)s1	3	-8	.	-14	-9	4	-3	14	-1.0	.
O=C(Cn1c(=O)oc2cc(S(=O)(=O)N3CCc4ccccc43)ccc21)N1CCCCC1	2	3	0	-7	-7	11	11	7	-0.3	3
O=C(N/N=C/c1cccnc1)c1cc(Br)ccc1O	0	-10	10	-1	-9	2	1	1	-0.7	51
CCCN(Cc1nnc(-c2cccs2)o1)C(=O)c1cc(S(=O)(=O)N2CCOCC2)ccc1C	1	0	5	-10	-10	-2	1	.	0.7	-2
COCCn1c(SCC(=O)Nc2cccc(OC)c2)nnc1-c1ccc(Cl)cc1	1	10	.	9	-5	2	-12	-9	-1.3	-14
O=C(CN1C(=O)NC2(CCCC2)C1=O)NNC(=O)c1ccc(F)cc1	-2	-5	-1	3	0	4	-7	-3	-1.7	3
CCCN(CCC)C(=O)CC(c1ccccc1)c1ccc(C)cc1O (stereo not drawn)	3	-13	.	-4	-25	3	8	4	-3.6	13
Cc1ccnc(NC(=O)C2CCN(S(=O)(=O)c3ccc(C)c(C)c3)CC2)c1	0	-12	20	20	-6	5	-4	-20	-1.2	53
O=C(/C=C/c1ccccc1)Nc1cccc(C(=O)N2CCCCC2)c1	2	-9	3	63	-20	-3	-3	-63	-0.7	13
COc1ccc(Cl)cc1NC(=O)CN(C)C(=O)Cn1c(=O)oc2ccccc21	-3	-2	1	1	-5	1	2	-1	0.8	-6
CCOC(=O)N1CCN(Cc2nc(Cc3cccc(C(F)(F)F)c3)no2)CC1	5	9	-2	-2	-2	0	10	2	1.2	.
C/C(=N\Nc1nc(N)cc(Cl)n1)c1cccc([N+](=O)[O-])c1	4	-14	.	-9	-8	4	1	9	-5.2	32
CCOC(=O)c1c(NC(=O)CN2C(=O)NC3(CCCCC3C)C2=O)sc(C(=O)N(C)C)c1C (stereo not drawn)	2	-9	0	0	-11	-3	11	0	-0.5	4
CN(C)c1ccc(NC(=O)c2ccc3c(c2)nnn3C)cc1	0	-9	15	23	2	-2	-6	-23	0.6	45
O=c1c2ccccc2nc(-c2ccc([N+](=O)[O-])cc2)n1O	0	-11	2	8	5	7	2	-8	0.4	0
Cc1ccc(C(=O)OCn2nnc3ccccc3c2=O)cc1[N+](=O)[O-]	0	0	2	-8	-12	2	5	8	1.6	-6
COc1ccc2c(=O)c(C(=O)NCCc3ccccc3)c[nH]c2c1	5	-7	24	19	-24	-4	5	-19	1.2	60
CC1CCN(C(=S)NCCc2ccccc2)CC1	1	-5	.	0	2	-4	-1	0	-0.4	6
O=S(=O)(c1ccc(Nc2ccc3c(c2)OCO3)nc1)N1CCOCC1	5	2	-5	-10	-2	-7	-1	10	1.9	7
CCOc1ccccc1NC(=S)NCc1cccn1C	3	-12	-3	.	-5	-1	-6	.	0.4	-1
Cc1ccccc1N1CCN(C2CCCN(C(=O)c3ccc(Cl)s3)C2)CC1 (stereo not drawn)	1	-17	0	21	-12	1	-7	-21	-5.6	1
CN(C(=O)COC(=O)/C=C/c1ccc2ccccc2n1)C1CCS(=O)(=O)C1 (stereo not drawn)	1	-8	-9	-18	-8	-2	3	18	-1.0	-14
CC1=CC(C2CC(=O)N(c3ccc(C)cc3)C2=O)CC2C(=O)N(c3ccc(C)cc3)C(=O)C12 (stereo not drawn)	2	-4	-1	2	-9	-4	-6	-2	-1.9	-1
O=C(NCCc1ccccc1)C(=O)NCC1OCCCN1S(=O)(=O)c1ccc(F)cc1 (stereo not drawn)	2	-12	-1	-3	-6	-2	-7	3	-0.1	-11
Cc1nn(C)c(Cl)c1CN1CCCC(C(=O)Nc2ccc(-c3cscn3)cc2)C1 (stereo not drawn)	1	9	-1	20	-2	-3	4	-20	0.3	3
CS(=O)(=O)N1CCc2cc(S(=O)(=O)N3CCN(Cc4ccc5c(c4)OCO5)CC3)ccc21	2	3	0	-18	-6	-3	21	18	-0.2	-1
O=C1NC(=O)/C(=C\c2ccc(OCc3ccccc3)cc2)S1	2	-6	4	-1	-6	-1	-1	1	-0.9	-1
O=C(CSCCN1C(=O)c2ccccc2C1=O)Nc1ccc2ccccc2c1	-2	4	.	-12	3	4	-14	12	0.0	-12
COc1ccc2cc(C(=O)C3CCCN(C(=O)c4cc5nc(C)cc(C)n5n4)C3)ccc2c1 (stereo not drawn)	-2	-8	0	-19	-16	-2	-12	19	-0.1	7
CC(C)(CNC(=O)c1sc2cc(F)ccc2c1Cl)N1CCOCC1	-2	1	3	32	-10	-9	-2	-32	0.4	20
COc1ccc(OCC(=O)N2CCN(C(=O)c3ccccc3)CC2)cc1	-1	3	.	-4	4	-4	-4	4	-0.3	4
CCOc1ccc(C(=O)Nc2cccc3ncccc23)cc1Br	5	-6	-2	30	-11	5	-2	-30	0.9	17
Cc1cc(-c2[nH]nc3c2C(c2ccc(Cl)cc2)C(C#N)=C(N)O3)c(C)s1 (stereo not drawn)	-1	-8	-1	-8	-2	-4	5	8	-0.4	1
O=C(NCC1CCCO1)c1ccc2c(c1)C(=O)N(c1cccc([N+](=O)[O-])c1)C2=O (stereo not drawn)	-7	6	-2	7	-4	18	11	-7	1.0	-1
O=C(CCN1C(=O)/C(=C\c2ccco2)SC1=S)Nc1ccc(C(=O)O)c(O)c1	0	4	-1	-7	-7	-8	25	7	.	3
O=S1(=O)CCN(Cc2ccccn2)CC1	1	-14	-1	5	-2	-1	9	-5	-0.2	-8
Cc1ccc(-c2n[nH]c(=O)c3ccccc23)c(C)c1	6	-18	-1	-8	-11	0	-6	8	0.8	-10
CCCCN(C(=O)CSCC(=O)Nc1cccc(C)c1)c1c(N)n(CCCC)c(=O)[nH]c1=O	5	6	-3	-6	-8	-12	-4	6	0.6	8
Cc1ccc(-c2nc(N)c3c(-c4ccc(C)cc4)nn(C(C)(C)C)c3n2)cc1	-4	4	.	33	3	2	5	-33	-0.4	-8
O=C(CN1CCCC1)Nc1c(C(=O)C2CC2)oc2ccccc12	-4	-8	1	-12	-7	3	-7	12	-1.1	.
COC(=O)c1ccc(NCCc2csc(-c3ccc(C)cc3)n2)c([N+](=O)[O-])c1	2	11	.	7	-4	3	2	-7	0.0	.
O=C(O)c1ccc(Cn2cc(Cl)cn2)cc1	-1	-14	-3	-10	-5	-6	3	10	0.2	6
Cc1ccc2nsnc2c1S(=O)(=O)Nc1ccccc1C(=O)O	3	-9	1	-28	1	-4	.	28	-0.4	2
CCCCOc1ccc(S(=O)(=O)N2CCN(C)CC2)cc1	10	-8	-1	-2	-4	-2	2	2	-1.5	66
CCN(CC)c1ccc(NC(=O)CCc2nnc3ccc(N4CCCCC4)nn23)c(C)c1	-6	8	1	-3	-15	2	13	3	-1.6	-2
O=C(O)C1CC(O)CN1c1nc(Cl)ccc1[N+](=O)[O-] (stereo not drawn)	2	-4	-1	-8	-3	-1	-2	8	0.9	-5
Cc1cccc(NC(=O)CSc2nnc(-c3ccc(S(=O)(=O)N4CCCC4)cc3)o2)c1	5	-12	-5	2	-2	4	11	-2	-0.2	-7

Entries from the list above that contain bromine (four):
SMILES	HTR5A ag	PvdQ acylase	Wnt act	SR-BI HDL uptake	dFosB activator	cardiac RTF act	Rtt109 Vps75	SR-BI uptake up	CDK5 inh	MITF act
CCCCCCCNC(=O)C1(CC2CC(c3cccc(Br)c3)=NO2)CCN(C(=O)OC(C)(C)C)CC1 (stereo not drawn)	0	-14	7	15	1	-4	-1	-15	-0.4	22
O=C(N/N=C/c1cccc([N+](=O)[O-])c1)C1CC(=O)N(c2ccc(Br)cc2)C1 (stereo not drawn)	2	-13	-2	26	3	2	-3	-27	-5.1	-1
O=C(N/N=C/c1cccnc1)c1cc(Br)ccc1O	0	-10	10	-1	-9	2	1	1	-0.7	51
CCOc1ccc(C(=O)Nc2cccc3ncccc23)cc1Br	5	-6	-2	30	-11	5	-2	-30	0.9	17
